# Assay outcomes deposited in PubChem BioAssay by National Center for Advancing Translational Sciences (NCATS).
# Tau ThT inhib: tau fibrillization inhibition (ThT binding); P10636; Potency, µM (top dose mostly 57.4 µM), without a hit: top-dose activity, negative = inhibition, hits mostly inhibitors; recombinant tau K18 P301L, heparin-induced fibrillization, ThT fluorescence; hit rate 2.1% among 270,000; also: % is scaled to controls: 0 for no effect and ±100 for the full control effect; nearly all actives have a fitted effect of over 55% in size
# Target sequence (P10636 561-689 P618L limits assumed): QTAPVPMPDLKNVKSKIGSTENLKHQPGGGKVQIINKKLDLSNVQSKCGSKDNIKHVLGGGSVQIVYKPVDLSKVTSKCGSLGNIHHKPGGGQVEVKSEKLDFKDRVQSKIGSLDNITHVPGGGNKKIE
#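 Recombinant human tau K18 fragment […] carrying P301L, 15 uM unlabeled plus 0.24 uM Alexa 594-labeled, was fibrillized with 20 uM heparin in 100 mM sodium acetate pH 7 for 6 hr at 37 C; 30 uM ThT fluorescence read after 1 hr.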
# HttQ103 aggreg: reduces HttQ103-GFP aggregates in PC12 cells; PC12 HttQ103-GFP aggregates, Acumen cytometry, 40 h; hit rate 1.1% among 220,000; Potency, µM (series often up to 46.1 µM), for inactives: at the top dose activity change, negative = inhibition, usual class: inhibitors; AID 1688; also: % is scaled to controls: 0 for no effect and ±100 for the full control effect; nearly all actives have a fitted effect of over 60% in size
#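 Using laser scanning cytometry, GFP-positive aggregates were counted after lysis of PC12 cells induced with 100 nM tebufenozide to express HTT exon 1 Q103–GFP. Compounds were tested in titration.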
# KDM4E inh: JMJD2E (human) inhibition; B2RXH2; JMJD2E catalytic domain, FDH-coupled NADH fluorescence (FDH is formaldehyde dehydrogenase); Potency, µM (titrated, usually from 57.1 µM), inactives show top-dose activity change, negative = inhibition, actives largely listed as inhibitors; hit rate 1.6% among 230,000; active = well fitted inhibition curve with a large enough effect, not every such curve was filed as active; inconclusive = small, poorly fitted or top-dose-only effect, or another doubt; inactive = no such curve, though single readings can be large or run the other way;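 also: 0% = wells with enzyme and -100% = buffer wells without enzyme; nearly all actives have a fitted effect of over 50% in size; many of its hits are not listed in these tables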
# Target sequence (B2RXH2 1-337 limits assumed): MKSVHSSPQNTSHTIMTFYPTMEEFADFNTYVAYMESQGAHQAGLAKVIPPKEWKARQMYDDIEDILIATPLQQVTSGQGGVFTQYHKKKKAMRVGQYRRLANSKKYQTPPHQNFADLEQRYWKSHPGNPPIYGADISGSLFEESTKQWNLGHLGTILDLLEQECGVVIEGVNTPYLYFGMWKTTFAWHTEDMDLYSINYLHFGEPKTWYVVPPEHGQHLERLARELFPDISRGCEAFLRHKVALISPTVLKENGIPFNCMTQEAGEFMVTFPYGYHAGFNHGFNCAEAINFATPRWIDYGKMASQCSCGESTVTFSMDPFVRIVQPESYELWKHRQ
# ALDH1A1 block: blocks purified human ALDH1A1 activity. P00352. Purified ALDH1A1, NADH fluorescence, propionaldehyde substrate. Potency, µM (top dose mostly 75.3 µM), without a hit: top-dose activity, negative = inhibition, usual class: inhibitors. hit rate 7.3% among 220,000. AID 1030; active = well fitted inhibition curve with a large enough effect, not every such curve was filed as active; inconclusive = small, poorly fitted or top-dose-only effect, or another doubt; inactive = no such curve, though single readings can be large or run the other way;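 also: plate controls were no enzyme wells and a reference inhibitor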
# Target sequence (P00352 whole entry, looked up): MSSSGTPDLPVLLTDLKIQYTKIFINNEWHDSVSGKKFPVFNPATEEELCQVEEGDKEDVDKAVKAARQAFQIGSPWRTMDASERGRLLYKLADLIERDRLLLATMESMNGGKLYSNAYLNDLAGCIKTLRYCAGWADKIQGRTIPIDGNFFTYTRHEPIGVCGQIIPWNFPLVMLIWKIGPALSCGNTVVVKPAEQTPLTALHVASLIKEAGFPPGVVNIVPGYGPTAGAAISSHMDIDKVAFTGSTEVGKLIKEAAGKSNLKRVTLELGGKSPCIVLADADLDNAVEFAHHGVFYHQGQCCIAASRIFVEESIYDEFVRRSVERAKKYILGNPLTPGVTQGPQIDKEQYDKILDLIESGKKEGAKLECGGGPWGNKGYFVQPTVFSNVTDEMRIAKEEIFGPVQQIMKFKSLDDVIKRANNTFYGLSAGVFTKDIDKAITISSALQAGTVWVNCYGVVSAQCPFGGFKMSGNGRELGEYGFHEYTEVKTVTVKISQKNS
# Tau fibril FP: tau fibrillization inhibition (FP); AID 1468; Potency, µM (titrated, usually from 57.7 µM), inactives show top-dose activity, negative = inhibition, usual class: inhibitors; hit rate 0.39% among 280,000; K18 P301L tau heparin fibrillization, Alexa594 FP, 6 h; also: % is scaled to controls: 0 for no effect and ±100 for the full control effect; nearly all actives have a fitted effect of over 55% in size
#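 FP of Alexa 594-tau after heparin (20 uM) induction. Substrate: human K18 P301L, 15 uM unlabeled, 0.24 uM labeled. Buffer 100 mM sodium acetate pH 7. 6 hr, 37 C.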
# Tau fluor counter: counter-screen for tau fibril formation inhibitors | Potency, µM (titrated, usually from 57.7 µM), without a hit: at the top dose activity change, negative = decrease | AID 1463 | hit rate 0.93% among 280,000 | tau K18 P301L Alexa594 fluorescence, heparin fibrillization; also: % is scaled to controls: 0 for no effect and ±100 for the full control effect; nearly all actives have a fitted effect of over 55% in size
#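 Human tau K18 P301L (15 uM unlabeled, 0.24 uM Alexa 594-labeled) in 100 mM sodium acetate pH 7 with 20 uM heparin, 6 hr at 37 C. ThT 30 uM added, 1 hr ambient; Alexa 594 FP and total fluorescence read at 555/632 nm.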
# SMN2 splice up: SMN2 splice variant enhancement | HEK293 SMN2-luciferase splicing reporter, luminescence, 30-36 h | Potency, µM (highest dose often 46.1 µM), for inactives: at the highest dose activity change, positive = activation, hits mostly activators | hit rate 2.8% among 210,000 | AID 1458; also: % of control where 0% means no effect; nearly all actives have a fitted effect of over 55% in size
#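 HEK293 cells carry an SMN2 minigene-luciferase reporter in which exon 7 inclusion puts luciferase in frame. Cells were seeded at 2000 cells/well, attached for 10-12 hours, then exposed to compounds for 30-36 hours at 37C before ONE-Glo luminescence.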
# HTT ATP protect: Huntington cell model cytoprotection by ATP luminescence; PC12 HTT-Q103 induced, cytoprotection, ATP luminescence, 40 h; hit rate 0.14% among 230,000; AID 1471; Potency, µM (series often up to 56.4 µM), inactives show cytoprotection (ATP increase), actives largely listed as activators;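 also: % of control where 0% means no effect; nearly all actives have a fitted effect of over 45% in size; toxic huntingtin expression switched on by the ecdysone agonist tebufenozide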
#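 Cells were plated at 1500 per well in phenol red-free DMEM with 5% equine and 5% calf serum. Tebufenozide (100 nM final) and compounds were added, then ATPlite reagent, and luminescence was read.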
# The depositor's hits bear a star; ? = inconclusive; · = no result given; [ ] = dose if it differs, or a comment. Unless noted, calls follow the shape of the dose curve; as a rule, active = well fitted curve in the direction sought with a large enough effect; inconclusive = small, poorly fitted or top-dose-only effect, or another doubt; inactive = no such curve, though single readings can be large; an effect the other way counts as inactive or inconclusive. Potency is read from the fitted curve at half-maximal effect.
1) O=C1CC(c2c(F)cccc2Cl)C(n2cncn2)C(O)=C1C1NCCc2ccccc21 (stereo unspecified)
2) NCC12CC3CC(C1)CC(CN)(C3)C2
3) COC(=O)C1=C(C(=O)OC)[C@@H]2N(C)c3ccc(OC)cc3[C@@]23C[C@@H](C(=O)OC)N(S(=O)(=O)c2ccc4c(c2)OCCN4C)C3=N1
4) CC(C)N1CCC(N2CCN(Cc3ccc(Oc4ncccn4)cc3)CC2CCO)CC1 (stereo unspecified)
5) O=C(CSc1nnc(CSc2nc3ccccc3s2)o1)NC1CCCCC1

Compound | 1 | 2 | 3 | 4 | 5
Tau ThT inhib | -14% | -3% | 9%[11.5 µM] | -5% | -6%
ALDH1A1 block | 1% | 0% | 12%[13.5 µM] | · | 0%
KDM4E inh | -5% | 13% | -9%[11.4 µM] | -2% | 2%
Tau fluor counter | -2% | 6% | 0%[11.6 µM] | -7% | -12%
Tau fibril FP | -3% | 3% | 6%[11.6 µM] | -3% | 7%
HttQ103 aggreg | -13% | 11% | · | -6%[9.22 µM] | -1%
SMN2 splice up | -1% | 2% | ? | · | 1%
HTT ATP protect | ? | 6% | -10%[10 µM] | 16%[10 µM] | 1%

6) O=c1cnn([C@@H]2O[C@H](CO)[C@@H](O)[C@H]2O)c(=O)[nH]1
7) O=C(Cc1ccc(-n2c(=O)[nH]c3ccsc3c2=O)cc1)NCc1cccnc1
8) CN(C)S(=O)(=O)c1cccc(NC(=O)COC(=O)/C=C/c2ccc(Br)o2)c1
9) O=C(CSC1CC(=O)N(CC(c2ccccc2)c2ccccc2)C1=O)Nc1ccc(Cl)cc1 (stereo unspecified)
10) COc1cc(/C=C/c2ccc(O)cc2)cc(OC)c1

Compound | 6 | 7 | 8 | 9 | 10
Tau ThT inhib | -12% | -1% | -14% | -10% | ?
ALDH1A1 block | -2% | 7% | 8.9µM* | -11% | ·
KDM4E inh | -5% | 1% | -25% | 0% | ?
Tau fluor counter | -15% | -4% | ? | ? | 16µM*[quencher]
Tau fibril FP | -4% | -1% | -6% | ? | 2%
HttQ103 aggreg | -9% | 6% | -4%[9.22 µM] | 25% | ·
SMN2 splice up | 2µM* | -5% | · | -18% | ·
HTT ATP protect | · | -9%[10 µM] | 9%[10 µM] | -28% | ·

# Continued; the last four above are carried over.
7) O=C(Cc1ccc(-n2c(=O)[nH]c3ccsc3c2=O)cc1)NCc1cccnc1
8) CN(C)S(=O)(=O)c1cccc(NC(=O)COC(=O)/C=C/c2ccc(Br)o2)c1
9) O=C(CSC1CC(=O)N(CC(c2ccccc2)c2ccccc2)C1=O)Nc1ccc(Cl)cc1 (stereo unspecified)
10) COc1cc(/C=C/c2ccc(O)cc2)cc(OC)c1
11) Cc1[nH]c2ccccc2c1C(c1ccccn1)c1c(C)[nH]c2ccccc12
12) CCOC(=O)CSc1nnc(CNC(=O)c2ccc(S(=O)(=O)N3CCOCC3)cc2)n1C
13) O=c1c2nnn(Cc3ccc(Cl)cc3)c2ncn1Cc1ccc(F)cc1
14) Cc1cccc(C)c1Nc1c(-c2ccccc2Cl)nc2cnccn12
15) CCOC(=O)c1c(C)nc2c(c1-c1ccccc1)C(=O)CC(C)(C)C2

Compound | 7 | 8 | 9 | 10 | 11 | 12 | 13 | 14 | 15
Tau ThT inhib | -1% | -14% | -10% | ? | ? | -5% | 1% | -13% | -1%
ALDH1A1 block | 7% | 8.9µM* | -11% | · | ? | 4% | -2% | · | -13%
KDM4E inh | 1% | -25% | 0% | ? | ? | 9% | -8% | · | -2%
Tau fluor counter | -4% | ? | ? | 16µM*[quencher] | ? | -2% | -13% | -27% | 0%
Tau fibril FP | -1% | -6% | ? | 2% | 17% | -8% | -10% | 1% | -7%
HttQ103 aggreg | 6% | -4%[9.22 µM] | 25% | · | -6% | -18% | -7% | · | -4%
SMN2 splice up | -5% | · | -18% | · | 10% | -27% | 2% | 10% | -12%
HTT ATP protect | -9%[10 µM] | 9%[10 µM] | -28% | · | -26% | 0% | 13%[10 µM] | · | -43%[inhibitor]

16) COc1ccc(CN2CC(C(=O)NCCCN3CCOCC3)CC2=O)cc1 (stereo unspecified)
17) Nc1nonc1OCCOCCOCCOc1nonc1N
18) O=C(Nc1ccc(/C=C/c2nc3ccccc3o2)cc1)c1cccc(C(F)(F)F)c1
19) Cc1ccc(C)c(OCC(=O)O/N=C(\N)c2cccnc2)c1
20) Cc1ccc(NC(=S)N2CCN(C(=O)c3ccccc3)CC2)c(C)c1

Compound | 16 | 17 | 18 | 19 | 20
Tau ThT inhib | 4% | 3% | ? | · | -9%
ALDH1A1 block | 11% | 3% | ? | · | ?
KDM4E inh | -3% | 6% | -5% | -5% | -7%
Tau fluor counter | 5% | -1% | -22% | -9% | -6%
Tau fibril FP | 3% | -6% | -5% | -5% | -6%
HttQ103 aggreg | 17% | 5% | -11% | -14%[9.22 µM] | -7%
SMN2 splice up | 0% | · | · | · | -10%
HTT ATP protect | 0% | ? | -21% | 13%[10 µM] | -37%[inhibitor]

# Full records as entered above. Order of screens: Tau ThT inhib, ALDH1A1 block, KDM4E inh, Tau fluor counter, Tau fibril FP, HttQ103 aggreg, SMN2 splice up, HTT ATP protect
# Cc1ccc(NC(=S)N2CCN(C(=O)c3ccccc3)CC2)c(C)c1 reads -9%, ?, -7%, -6%, -6%, -7%, -10%, -37%[inhibitor]
# O=C(Nc1ccc(/C=C/c2nc3ccccc3o2)cc1)c1cccc(C(F)(F)F)c1 reads ?, ?, -5%, -22%, -5%, -11%, ·, -21%

# New compounds follow.
21) CCc1cc2c(=O)c(Oc3ccccc3F)c(C)oc2c(CN(C)C)c1O
22) O=C(Cc1ccc(F)cc1)N1CCC(c2nc3c(nnn3Cc3ccc(F)cc3)c(=O)[nH]2)CC1
23) Cc1cc(C)cc(NC(=O)CCc2c(C)nc3c4cccnc4nn3c2C)c1
24) O=C1NC2(CCCCCC2)N=C1c1ccc(F)cc1
25) C#CCOc1ccc(Br)cc1/C=N/O

Compound | 21 | 22 | 23 | 24 | 25
Tau ThT inhib | -4% | -7% | ? | -3% | -11%
ALDH1A1 block | ? | · | · | 2% | 0%
KDM4E inh | ? | · | · | -2% | 10%
Tau fluor counter | -6% | -7% | -12% | -16% | -11%
Tau fibril FP | 7% | 3% | 0% | -12% | -11%
HttQ103 aggreg | 5% | · | · | 17%[9.22 µM] | -7%
SMN2 splice up | -10% | 9% | -3% | -21% | -5%
HTT ATP protect | -14% | · | · | 3% | -3%

26) Cc1cc(C(=O)NC2CCCc3ccccc32)c(C)o1 (stereo unspecified)
27) O=C(O)c1c(-c2ccc(Cl)cc2)cn2ccccc12
28) COc1ccc(Oc2cnn(-c3ccccc3)c(=O)c2Br)cc1
29) CCCC(NC(=O)CCl)c1ccccc1 (stereo unspecified)
30) O=C(COC(=O)c1ccc2ccccc2n1)Nc1ncc(C(F)(F)F)cc1Cl

Compound | 26 | 27 | 28 | 29 | 30
Tau ThT inhib | 6% | ? | 8% | 10% | -5%
ALDH1A1 block | 1% | ? | 25µM* | 2% | 11%
KDM4E inh | 7% | ? | 4% | -6% | -4%
Tau fluor counter | -10% | -11% | 7% | 6% | -8%
Tau fibril FP | 4% | 10% | 4% | 8% | 6%
HttQ103 aggreg | 13% | 12% | 2% | 7% | 7%
SMN2 splice up | -4% | ? | -18% | · | -1%
HTT ATP protect | -6% | · | -8%[10 µM] | 13%[10 µM] | -14%

31) CCC(C)(C)n1nnnc1C(c1ccc(OC)c(OC)c1)N1CCN(c2ccc(OC)cc2)CC1 (stereo unspecified)
32) Cc1cc(C)n(C(=O)c2ccc(Cn3nc(C)c(Br)c3C)o2)n1
33) CN(C)S(=O)(=O)N(CC(=O)Nc1ccc(F)c(F)c1)c1ccccc1
34) CC(C)C(C)NC(=O)COc1ccc(S(=O)(=O)N2CCOCC2)cc1[N+](=O)[O-] (stereo unspecified)
35) COc1cccc(CNC(=O)CCc2c(C)nc3c(c2C)c(=O)n(C)c(=O)n3C)c1

Compound | 31 | 32 | 33 | 34 | 35
Tau ThT inhib | -15% | -8% | -4% | 6% | -10%
ALDH1A1 block | -8% | 0% | 6% | ? | ·
KDM4E inh | -10% | -2% | -2% | 5% | ·
Tau fluor counter | -18% | -4% | -15% | 4% | -14%
Tau fibril FP | -2% | 1% | 5% | -2% | -3%
HttQ103 aggreg | 8% | -10% | ? | 4% | ·
SMN2 splice up | 5% | -5% | -7% | -6% | -7%
HTT ATP protect | -2% | -1%[10 µM] | 15% | -32%[10 µM] | ·

36) Cc1ccccc1N(CC(=O)NCC1CCCO1)C(=O)C1(C)CC(=O)N=C2C=CC=CN21 (stereo unspecified)
37) O=[N+]([O-])c1ccc(N2N=C(c3ccco3)CC2c2ccccc2)cc1 (stereo unspecified)
38) COc1ccc(C(C)=O)cc1CSc1nnc(Nc2ccccc2)s1
39) CCC(C)NC(=O)c1ccc(COc2ccccc2Cl)cc1 (stereo unspecified)
40) Cn1c(=O)oc2cc(S(=O)(=O)N3CCC(C(=O)Nc4ccc(F)c(Cl)c4)CC3)ccc21
41) Cc1c(NC(=O)NC(C)N2C(=O)C3C4C=CC(C4)C3C2=O)c(=O)n(-c2ccccc2)n1C (stereo unspecified)
42) c1ccc(CSc2nnc(-c3sccc3-n3cccc3)o2)cc1
43) CCOC(=O)C1(Cc2cccc(F)c2)CCN(C(=O)c2cscn2)CC1

Compound | 36 | 37 | 38 | 39 | 40 | 41 | 42 | 43
Tau ThT inhib | -4% | 8.9µM* | -10% | -15% | 8% | 2% | -6% | 4%
ALDH1A1 block | ? | 10µM* | ? | 11% | · | 16% | ? | 0%
KDM4E inh | ? | -4% | 12% | 4% | · | 8% | -4% | 8%
Tau fluor counter | -6% | ? | ? | -11% | ? | 2% | -18% | -7%
Tau fibril FP | 6% | ? | 4% | 6% | ? | 3% | -4% | -9%
HttQ103 aggreg | 21% | -6% | ? | -19% | · | -1% | -19% | 3%[9.22 µM]
SMN2 splice up | -12% | 0% | -79%[inhibitor] | -21% | -11% | -3% | -18% | ·
HTT ATP protect | -10%[10 µM] | -52%[inhibitor] | · | -32% | · | 8% | -38% | 13%[10 µM]

# The list is partial, so the mix of outcomes need not match the whole.
